Screening data (PubChem)
NR2E3 ag-1 – agonists of human NR2E3 nuclear receptor. AID 602229. actives 0.35% (n = 360,000). inhibition of corepressor binding, % at 3.98 µM. CHO-S Gal4-NCOR/VP16-NR2E3 two-hybrid, luciferase;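 active = inhibition above the mean of all tested compounds plus 3 SD, cut at about 70% in these data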;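 also: 0% = DMSO with NR2E3 transfected cells and 100% = cells lacking NR2E3 construct; higher means lower luciferase signal from less NR2E3 corepressor binding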
Target sequence (Q9Y5X4 whole entry, looked up, the tested form may be a part): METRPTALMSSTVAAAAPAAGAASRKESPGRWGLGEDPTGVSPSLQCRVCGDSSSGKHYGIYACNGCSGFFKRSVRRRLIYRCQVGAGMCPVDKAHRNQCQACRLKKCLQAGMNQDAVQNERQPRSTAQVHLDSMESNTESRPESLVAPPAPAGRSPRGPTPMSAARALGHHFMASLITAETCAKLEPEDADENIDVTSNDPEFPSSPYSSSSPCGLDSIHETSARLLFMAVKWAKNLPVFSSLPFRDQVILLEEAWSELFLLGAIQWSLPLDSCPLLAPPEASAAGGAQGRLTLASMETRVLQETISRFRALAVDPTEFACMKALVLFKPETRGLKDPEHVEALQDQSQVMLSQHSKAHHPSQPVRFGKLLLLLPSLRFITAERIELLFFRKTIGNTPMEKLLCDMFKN
TRPM1 prom inh – MITF TRPM1 promoter inhibition in SK-MEL-5 cells; actives 0.83% (n = 330,000); inhibition, % at 12.5 µM; SK-MEL-5 TRPM1 promoter luciferase, 24 h; AID 488899;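 active = mean inhibition across replicates of 60% or more, whatever share of single replicates reaches that level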; also: values of inactives mirror those of a sister screen read the other way
Shn3 inh set2 – reduces Shn3 3'UTR luciferase signal in osteoblasts. actives 0.52% (n = 360,000). inhibition, % at 12.5 µM. Clone20 osteoblast Shn3 3'UTR firefly luciferase, 24 h. AID 588674;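 active = mean inhibition of at least 75% with every replicate also reaching 75%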;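 also: 0% = median of neutral control wells and 100% = pilot-screen positive control compound; some compounds past the cut are filed as inactive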
NR2E3 ag-2 – agonists of human nuclear receptor NR2E3 | GST-NR2E3/biotin-RetCOR TR-FRET, 1536-well | AID 2300 | actives 0.12% (n = 320,000) | Q9Y5X4 | inhibition of corepressor binding, % at 4.78 µM;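 active = percent inhibition above the cutoff of mean plus 3 SD of all tested compounds, set per screening campaign, cut at about 20% in these data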;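 also: 0% = DMSO wells and 100% = biotin wells as full block of FRET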
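System: GST-tagged NR2E3 plus biotinylated RetCOR corepressor; Buffer or medium: pH 7.5 Tris-based buffer; Probe or stimulus: RetCOR corepressor, biotinylated, 7 nM; Doses: compound at 4.8 µM, single dose; Schedule: 5 h incubation at 4 °C; Technique: time-resolved FRET; Evaluation: percent inhibition of TR-FRET ratio; Replication: one well per compound, singlicate testing.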
HIF-2a block – HIF-2a inhibition | inhibition, % at 18.8 µM | actives 0.72% (n = 360,000) | AID 624352 | 786-0 RCC cells HIF-2a reporter, luciferase luminescence, overnight;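 active = inhibition of the luminescence signal of 40% or more relative to plate controls, in a single-dose primary screen at 18.75 µM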
KKLEB cytotox – reduces viability of KKLEB cystic fibrosis airway cells; KKLEB CF airway cells viability, ATPlite luminescence, overnight; stronger effect = lower value; cells stimulated with P. aeruginosa culture filtrate; activity change (cytotoxicity), % at 5 µM; actives 0.36% (n = 360,000);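 active = corrected activity change at or below -50% at 5 µM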
aDG glyco act – alpha-DG glycosylation activation. Pro5-aDG cells, alpha-DG glycosylation AlphaScreen (IIH6); 0% Pro5, 100% B10-LARGE cell signal. activation, % at 10 µM. actives 0.22% (n = 360,000);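 active = activation of at least 8% versus controls, or a plate z-score of at least 8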;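 also: Pro5 are CHO cells carrying HIG-tagged alpha-DG that lacks glycosylation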
iPSC survival up – enhancers of human iPSC single-cell survival | hiPSC single-cell survival, ATPlite luminescence; 100% = ROCK inhibitor wells, 0% = DMSO | AID 602274 | actives 0.044% (n = 360,000) | survival enhancement, % at 20 µM; in the data active = survival enhancement above about 18%;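 also: cells exposed to compounds for 16 hours before the ATP read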
CF NFkB inh – inhibitors of cystic fibrosis induced NF-kB. actives 0.86% (n = 360,000). inhibition, % at 5 µM. AID 588850. KKLEB NF-kB-GFP reporter, PAF-induced, GFP fluorescence overnight;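 active = at least 50% inhibition at 5 µM, scaled per plate between neutral and stimulator controls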;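 also: PAF is a Pseudomonas aeruginosa culture filtrate used as stimulus; plate controls were PAF-stimulated DMSO wells for no effect and unstimulated DMSO wells for full effect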
Peg3 prom inh – reduces Peg3 promoter-driven luciferase expression in HeLa. HeLa PEG-Prom luciferase reporter, luminescence, overnight. inhibition, % at 20 µM. actives 1.7% (n = 360,000);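 active = inhibition of at least 50% at 20 µM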
TWEAK Fn14 block – blocks TWEAK-Fn14 interaction in a reporter cell assay | inhibition, % at 10 µM | TWEAK-stimulated Fn14 reporter cells, luciferase luminescence, 8 h | actives 2% (n = 360,000); in the data active = inhibition above about 50%
Starred values were filed as active, the others as inactive; · = no result given.

Values in the order – NR2E3 ag-1	TRPM1 prom inh	Shn3 inh set2	NR2E3 ag-2	HIF-2a block	KKLEB cytotox	aDG glyco act	iPSC survival up	CF NFkB inh	Peg3 prom inh	TWEAK Fn14 block
CC(C)(C)NC(=O)NC(=O)CN1C(=O)NC(C)(c2ccccc2)C1=O (centres undefined)
    2	4	-10	1	3	7	0.0	2.7	10	3	3
Cc1cnc(C(=O)Nc2ccc(S(=O)(=O)N(C(C)C)C(C)C)cc2)cn1
    1	7	10	2	17	-6	-0.2	-0.3	1	14	17
Cc1onc(-c2c(F)cccc2Cl)c1C(=O)N(Cc1ccccc1)C(C)C
    -9	8	13	-1	18	-1	0.1	-0.3	-24	9	6
Fc1ccc(-c2ncc3ccccn23)cc1
    -3	0	6	-4	-72	-13	0.0	-0.8	-15	-43	-8
Cc1ccccc1NC(=O)c1ccccn1
    -19	-5	-41	0	-162	0	0.0	1.4	10	-110	-19
Cc1ccsc1C(=O)OCC(=O)NCCNC(=O)COC(=O)c1sccc1C
    4	-4	2	-3	3	12	-0.1	-0.5	3	-9	0
Cc1ccccc1C(=O)NCCNc1ccc([N+](=O)[O-])cc1
    -34	16	-7	0	9	10	0.8	0.7	-8	14	2
COC(=O)COc1cc(OCC(=O)OC)c2c(C)c(Cl)c(=O)oc2c1
    -2	11	4	3	7	10	0.1	1.1	-25	-8	-21
COc1ccc(CNc2ncnc3cc(Cl)ccc23)cc1OC
    19	11	64	·	16	6	3.0	0.0	-13	22	-16
O=C(NCCc1ccccc1)C1CCCN(c2ncnc3c2nc2n3CCCCC2)C1 (centres undefined)
    -21	2	7	-2	1	13	0.5	-0.7	-6	9	-18
COC(=O)CC1C(=O)NCCN1C(=O)Nc1ccc(Cl)cc1 (centres undefined)
    8	0	13	3	13	2	0.2	-0.2	-2	4	0
CC1=Nc2cc(C(=O)NCCCN3CCOCC3)ccc2Sc2c(C)ccc(C)c21
    -11	11	1	-3	15	-10	-0.1	0.7	15	33	-47
Cc1ccc(S(=O)(=O)N2CCCCC2)cc1NC(=O)Cn1cc(C(F)(F)F)ccc1=O
    -3	2	4	2	-1	14	0.0	1.5	-13	-2	-9
COc1c(Br)cc(C(N)=O)cc1OCc1ccccc1
    -16	6	16	-5	9	0	-0.3	1.6	-18	0	-4
COc1ccc(OC)c(-c2csc(NC(=O)CN3C(=O)C4CCCCC4C3=O)n2)c1 (centres undefined)
    -5	-20	4	1	-29	-13	0.0	0.6	-6	-7	-10
O=C(NC1CC1)C1CCN(c2ncnc3c2sc2cccc(F)c23)CC1
    -67	·	13	4	17	-10	0.1	-2.5	-12	15	-9
CC(=O)n1c2ccccc2c2nc(NC(C)C)sc21
    -7	-14	-49	0	-33	9	-0.2	2.7	0	-65	-10
CC(=O)Nc1ccc(NC(=O)COC(=O)/C(=C/c2ccccc2)n2nnnc2C)cc1
    43	12	-13	-2	23	-2	0.3	-0.3	-70	0	39
Oc1cccc(/C=N/Nc2cccc3cccnc23)c1
    -172	2	-41	·	-79	-31	-0.2	-2.8	-12	-183	37
CCCc1ccc(C(=O)CCC(=O)O)cc1
    -14	-17	-16	1	-87	-12	-0.2	-0.4	-2	-56	-35
O=C(CSCc1ccccc1Cl)Nc1ccc2c(c1)OCCO2
    -10	-133	-110	-3	-244	1	-0.1	-1.0	6	-282	-6
CC1CN(C(=O)c2ccn(C)n2)CC(C)O1 (centres undefined)
    5	2	2	-1	13	19	-0.3	-0.5	-7	7	5
Cc1cccc(-n2nnnc2SCn2nnc3ccccc3c2=O)c1
    3	-16	27	5	-94	18	0.1	-0.9	4	-37	-6
CCC/C(C)=N\Nc1nc2c(c(=O)n(C)c(=O)n2C)n1C
    -14	-4	12	3	5	13	-0.1	-0.4	7	19	7
CC(=O)N1CCCc2cc(S(=O)(=O)N3CCCC(C(=O)N4CCN(c5ccccc5)CC4)C3)ccc21 (centres undefined)
    26	13	83	0	15	-2	1.9	-0.1	-1	12	19
O=C(Nc1ccccc1C(=O)N1CCCCCC1)c1ccccc1Cl
    -5	11	0	-1	14	3	-0.3	-0.6	7	4	1
O=C(O)CCCCCNS(=O)(=O)c1c(Cl)cccc1Cl
    0	2	-8	3	9	5	-0.1	0.6	12	14	-6
COCCCN1C(=O)c2ccc(C(=O)Nc3ccc(OC)cc3)cc2C1=O
    -4	-8	-22	4	-46	-3	0.1	-1.7	0	-8	2
Cc1sc2ncnc(N3CCN(C(=O)c4ccco4)CC3)c2c1C
    -18	10	44	1	18	-12	0.6	0.3	40	4	23
COc1ccc(C(C)=O)cc1COC(=O)Cc1cc(OC)c(OC)c(OC)c1
    -5	7	18	2	14	2	0.2	-0.6	10	3	4

Compound profiles, from the list above.
Record of `CCC/C(C)=N\Nc1nc2c(c(=O)n(C)c(=O)n2C)n1C` : NR2E3 ag-1: -14; TRPM1 prom inh: -4; Shn3 inh set2: 12; NR2E3 ag-2: 3; HIF-2a block: 5; KKLEB cytotox: 13; aDG glyco act: -0.1; iPSC survival up: -0.4; CF NFkB inh: 7; Peg3 prom inh: 19; TWEAK Fn14 block: 7
Record of `Cc1sc2ncnc(N3CCN(C(=O)c4ccco4)CC3)c2c1C` : NR2E3 ag-1: -18; TRPM1 prom inh: 10; Shn3 inh set2: 44; NR2E3 ag-2: 1; HIF-2a block: 18; KKLEB cytotox: -12; aDG glyco act: 0.6; iPSC survival up: 0.3; CF NFkB inh: 40; Peg3 prom inh: 4; TWEAK Fn14 block: 23

The results go on.
Values in the order – NR2E3 ag-1	TRPM1 prom inh	Shn3 inh set2	NR2E3 ag-2	HIF-2a block	KKLEB cytotox	aDG glyco act	iPSC survival up	CF NFkB inh	Peg3 prom inh	TWEAK Fn14 block
COc1cc(Cl)c(C)cc1NC(=O)CN1CCCCCC1
    -16	8	-13	4	4	-7	0.0	1.2	2	1	-10
O=C(N/N=C/c1c[nH]c2ccccc12)C1CC(=O)N(c2ccccc2)C1 (centres undefined)
    -28	21	-2	0	12	-11	0.0	0.8	26	19	8
Cc1ccc(O)c(-c2cc(C(=O)Nc3cccnc3)[nH]n2)c1
    -55	-217	-84	-2	-422	-8	0.0	-0.1	14	-184	-7
COC(=O)COc1ccc(/C=N/NC(=O)c2ccc(N(Cc3ccccc3)S(C)(=O)=O)cc2)cc1
    -1	6	15	0	64*	-10	0.0	-0.3	-4	4	0
CCCC(=O)N1CCC1(C)C(=O)NS(=O)(=O)c1ccccc1Cl (centres undefined)
    -36	·	-7	·	14	-1	-0.4	0.3	-2	6	-3
Cc1ccc(-c2[nH]ncc2CNCCc2cnn(-c3ccccc3)c2)cc1C
    27	4	34	0	3	-5	0.8	-0.8	14	43	-1
COc1ccc2c(=O)c3c(=O)n(Cc4ccco4)c(C(C)C)nc3oc2c1
    -8	-1	15	-2	17	-4	-0.2	0.4	-3	4	11
Cc1cccc(N(CC(=O)N=Nc2c(O)[nH]c3ccccc23)S(C)(=O)=O)c1C
    -29	4	14	-4	-9	-7	-0.3	0.7	10	25	-19
O=C(NCCc1ccc(Cl)cc1)C1CC(=O)N(C2CCCCC2)C1 (centres undefined)
    13	7	10	3	-6	-2	-0.2	2.1	18	1	8
Cc1ccc(NC(=O)c2ccc(CSc3nnc(C)s3)cc2)cc1
    -98	-69	-57	13	-222	-7	1.2	-4.2	-6	-215	6
Cc1nc(Cc2nnc(SCC(=O)Nc3c(C)cccc3C)o2)cs1
    -7	-1	4	0	5	-13	-0.4	-0.5	26	-13	-2
COc1cc(-c2nnc(-c3ccncc3)o2)ccc1OCc1ccccc1
    -1	-8	22	1	-19	7	0.0	0.6	1	-22	15
C#CCNC(=O)C[C@@H]1C[C@@]2(C(=O)OCC)CCC=C2N(Cc2cccc3ccccc23)C1=O
    17	·	·	·	0	·	0.0	-0.6	·	·	9
CCOc1ccccc1-n1c(CNc2ccc(F)cc2)nnc1SCC(=O)NCc1ccco1
    -9	11	1	-1	-65	6	0.0	4.9	-5	-95	-36
COc1cc(NC(=O)Nc2cccc3cccnc23)cc(OC)c1OC
    9	-20	5	·	-126	9	-0.1	-0.3	-13	-40	-6
COc1ccc(/C=N/NC(=O)CCOc2ccccc2C)cc1OC
    -23	-4	6	-1	-4	-3	0.2	-0.3	18	-1	-37
COc1ccc([C@H]2/C=C\CN(C(=O)c3ccc(C)cc3)[C@@H](C)C(=O)N2Cc2ccc(F)cc2)cc1
    31	3	4	0	15	-17	-0.1	-3.0	15	48	-5
CC12CCC(C(=O)N(CC(O)CN3CCN(Cc4ccccc4)CC3)C1=O)C2(C)C (centres undefined)
    18	·	3	0	21	10	-0.1	0.1	4	13	-14
CN(C)CCCNc1nc2sc3c(c2c(=O)n1CCc1ccccc1)CCCCC3
    -4	65*	5	0	-19	-7	-0.4	-0.1	15	113*	-17
CCCCc1c(C)nc2c(OC)cccc2c1SCCC(=O)O
    5	-10	-3	3	1	0	0.0	2.0	15	8	6
Cc1ccc(C)c(N2CCN(C(=O)CCCn3c(=O)c4cccn4c4cccnc43)CC2)c1
    -4	-20	9	4	30	-9	0.7	0.4	-22	35	-18
Cc1cccnc1C(NC(=O)C1CCN(CCCOc2ccc(F)cc2)CC1)c1ccccc1 (centres undefined)
    34	·	-14	·	10	9	0.0	1.0	-3	8	-1
CC1=C(C(=O)N(C(C)C)C(C)C)CC(CC(=O)NCc2cccc3ccccc23)C(=O)N1Cc1ccccc1 (centres undefined)
    -20	·	-13	·	-2	3	-0.1	1.4	-14	10	-7
CC(C)c1ccc(OCC(=O)N2CCCCCC2)c(Br)c1
    -102	-58	-33	1	-198	5	0.3	-0.5	-3	-193	-17
